NALP3 yeast inh – blocks the NALP3 inflammasome reconstituted in yeast; Yeast reconstituted NLRP3/ASC/caspase-1, beta-gal luminescence, 24 h; inhibition, % at 10 µM; 330,000 tested, 0.39% active; AID 2825;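 active = inhibition of 50% or more; inactive = inhibition below 50%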;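 also: plate controls were induced DMSO wells for no effect and uninduced yeast grown without galactose for full effect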
hIAP activ – human IAP activation; purified human IAP, CDP-Star luminescence, 30 min; active compounds read high; 1 = vehicle-only enzyme, 0 = enzyme-free background; 330,000 tested, 0.16% active; P09923; activation factor at 10 µM;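 active = activation factor of the enzyme at least 2-fold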; also: the source names both 10 and 20 µM as test concentration; values of inactives mirror those of a sister screen read the other way
Target sequence (P09923 whole entry, looked up): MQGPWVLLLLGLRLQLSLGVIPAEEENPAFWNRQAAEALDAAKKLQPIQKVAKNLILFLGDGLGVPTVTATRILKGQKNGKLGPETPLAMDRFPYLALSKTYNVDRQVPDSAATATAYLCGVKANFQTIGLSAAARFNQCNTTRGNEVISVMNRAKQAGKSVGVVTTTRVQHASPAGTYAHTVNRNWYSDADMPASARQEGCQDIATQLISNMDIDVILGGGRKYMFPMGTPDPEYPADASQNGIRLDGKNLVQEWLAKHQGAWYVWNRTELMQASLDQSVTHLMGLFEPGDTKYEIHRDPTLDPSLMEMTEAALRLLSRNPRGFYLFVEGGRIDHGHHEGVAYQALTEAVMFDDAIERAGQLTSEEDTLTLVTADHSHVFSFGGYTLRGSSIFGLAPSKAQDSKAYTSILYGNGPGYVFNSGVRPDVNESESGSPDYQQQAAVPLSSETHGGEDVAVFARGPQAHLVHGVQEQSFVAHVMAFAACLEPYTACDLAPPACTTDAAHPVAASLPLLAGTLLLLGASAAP
SENP1 inh – blocks the human SENP1 SUMO protease catalytic domain. Q9P0U3. recombinant SENP1 catalytic domain, CyPet-SUMO1-YPet FRET cleavage. inhibition, % at 10 µM. 360,000 tested, 0.21% active;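 active = inhibition at least 30% at 10 µM, raw YFP signal under a set limit, fluorescence ratio 0.5 to 1.5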;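 also: 0% = enzyme with DMSO and 100% = no enzyme wells; some results filed as inactive read as strong as hits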
Target sequence (Q9P0U3 419-644 limits assumed): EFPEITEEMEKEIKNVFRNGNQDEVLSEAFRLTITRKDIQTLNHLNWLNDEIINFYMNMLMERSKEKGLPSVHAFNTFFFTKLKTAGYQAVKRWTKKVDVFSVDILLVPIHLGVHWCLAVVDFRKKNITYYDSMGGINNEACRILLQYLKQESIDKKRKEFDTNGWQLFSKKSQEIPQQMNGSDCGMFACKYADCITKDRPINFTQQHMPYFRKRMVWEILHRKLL
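material = recombinant human SENP1 catalytic domain, His6-tagged | quantity = 20 pM enzyme | reagent = 25 nM SUMO1 FRET substrate | compound dosing = 10 µM single point, 0.5% DMSO | timing = 50 min enzyme reaction, room temperature, light-protected | detection = FRET, CFP and YFP emission | control set = no-enzyme low, enzyme-DMSO high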
A3G deaminase – APOBEC3G (human) deaminase inhibition | recombinant A3G, ssDNA deamination FAM/TAMRA fluorescence | AID 493012 | 330,000 tested, 0.28% active | inhibition, % at 20 µM | Q9HC16;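 active = inhibition of at least 40% at 20 µM, with no more than 30% in the related APOBEC3A deaminase screen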;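 also: plate controls were DMSO wells with A3G for no effect and wells lacking A3G enzyme for full effect; some compounds called inactive have numbers as strong as hits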
beta cell repl – inducers of beta-cell replication in MIN6 cells; MIN6 cells proliferation, ATPlite luminescence, 48 h; cells starved in 0.2% serum; 100% = growth in 10% serum; proliferation, % at 10 µM; 330,000 tested, 0.29% active; AID 2380;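 active = compounds whose signal lies at least 3.5 SD above the mean of all wells on their plate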;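 also: 0% = DMSO-treated cells in low-serum medium and 100% = 10% serum control; some compounds called inactive have numbers as strong as hits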
A3A deaminase – blocks human APOBEC3A ssDNA deamination; P31941; recombinant A3A, FAM/TAMRA ssDNA deamination fluorescence; inhibition, % at 20 µM; 330,000 tested, 0.41% active; AID 493011;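 active = at least 40% inhibition at 20 µM here, with at most 30% in a related deaminase screen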;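 also: plate controls were A3A with DMSO for no effect and wells lacking A3A enzyme for full effect; some results filed as inactive read as strong as hits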
Target sequence (P31941 whole entry, looked up): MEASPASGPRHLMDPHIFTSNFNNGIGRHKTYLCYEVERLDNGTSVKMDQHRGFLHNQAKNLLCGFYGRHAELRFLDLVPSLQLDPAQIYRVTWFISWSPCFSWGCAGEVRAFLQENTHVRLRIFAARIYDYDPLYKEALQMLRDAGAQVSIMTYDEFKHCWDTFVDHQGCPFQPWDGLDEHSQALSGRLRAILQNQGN
hIAP inh – blocks human intestinal alkaline phosphatase; inhibition, % at 10 µM; P09923; purified IAP, CDP-Star luminescence, 30 min; 330,000 tested, 0.12% active;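 active = inhibition reaching a set limit with compound at 10 µM in the primary screen, cut at about 35% in these data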;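 also: plate controls were DMSO wells with enzyme for no effect and no-enzyme buffer wells for full effect; values of inactives mirror those of a sister screen read the other way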
mIAP act – increases mouse intestinal alkaline phosphatase activity; 330,000 tested, 0.24% active; activation factor at 10 µM; AID 2805; muIAP, CDP-Star luminescence, 30 min; active compounds read high; 1 = vehicle-only enzyme signal, 0 = enzyme-free wells;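 active = activation factor of at least 2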; also: the source names both 10 and 20 µM as test concentration; values of inactives mirror those of a sister screen read the other way
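also added = chemiluminescent substrate CDP-Star | test system = mouse IAP enzyme | signal = chemiluminescence readout | compound = DMSO-dissolved test compounds | incubation = 30 min at room temperature | benchmarks = DMSO wells, no-enzyme wells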
mIAP block – mouse IAP inhibition; purified mouse IAP, CDP-Star luminescence, 30 min; inhibition, % at 10 µM; 330,000 tested, 0.2% active; AID 2806;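 active = inhibition of at least 40% at 10 µM in the primary screen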;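 also: plate controls were DMSO with enzyme for no effect and no enzyme wells for full effect; values of inactives mirror those of a sister screen read the other way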
Numbers without * were called inactive; . = not tested or not shown; & = joins results of further samples.

SMILES	NALP3 yeast inh	hIAP activ	SENP1 inh	A3G deaminase	beta cell repl	A3A deaminase	hIAP inh	mIAP act	mIAP block
CN(CC(=O)Nc1ccc(Cl)c(C(F)(F)F)c1)C(=O)c1cccc2cccnc12	18	0.91	0	-7	-3	-6	10	0.89	11
Cc1cc(C)n(-c2ccc(NC(=O)C3CCCCN3C(=O)c3ccoc3)cc2)n1 (configuration not stated)	16	1	-1	-8	2	0	-2	0.99	0
CCOC(=O)c1c(C)[nH]c(C)c1S(=O)(=O)NCc1cc(C)ccc1C	4	0.94	0	2	-2	2	6	1.1	-9
O=C(c1cnn2c(C(F)(F)F)cc(-c3cccs3)nc12)N1CCOCC1	6	0.99	-67	-2	0	-1	1	1	-1
C=CCn1c(SCc2c(C)noc2C)nc2cc(C(=O)O)ccc2c1=O	8	0.98	1	-6	-3	0	2	0.98	2
C[n+]1cccc(O)c1SCc1ccccc1	17	0.85	2	-3	-4	-6	14	0.99	1
COc1ccc(NC(=S)NN2CCN(C)CC2)cc1	-1	1.1	0	-6	0	-18	-8	0.97	3
CCOc1ccc(NC(=O)C2CCCN(C)C2)cc1 (configuration not stated)	8	0.86	3	-5	1	1	14	0.97	2
O=C(NCc1cccc(Cl)c1)c1ccc2c(c1)OCCO2	-4	1	0	-5	0	-4	-2	1.1	-13
Cc1[nH]c2ccc(C(=O)OC(C)C(=O)N(C)c3ccccc3)cc2c1C (configuration not stated)	2	1.1	-2	-3	-5	-5	-6	1.1	-5
CN(C)CCOC(=O)CCCCCCCCC(=O)OCCN(C)C	17	0.97	1	-8	0	-3	3	0.96	4
COc1ccc(/C=C/C(=O)N2CC(C)OC(C)C2)cc1OC (configuration not stated)	4	1.2	0	-8	-1	-3	-21	1.1	-6
CN(C)S(=O)(=O)c1ccc(NC(=O)CSc2nnnn2C)cc1	14	0.93	1	-9	-3	10	7	0.99	1
CCOC(=O)C1CCN(C(=O)C23CC4CC(CC(C4)C2)C3)CC1	-21	0.87	2	-2	-1	-2	13	1.2	-17
Cc1ccccc1Cn1cc(NC(=O)CCCn2nc([N+](=O)[O-])cc2C)cn1	0	1	0	1	-2	5	-2	0.91	9
COc1cccc(CN2CCNC(=O)C2CC(=O)N(C)CCc2ccccn2)c1OC (configuration not stated)	6	1.2	.	-8	0	-4	-17	1	-2
O=C(N/N=C/c1ccc(O)cc1O)NC12CC3CC(CC(C3)C1)C2	31	1.3	1	-5	-4	0	-27	1	0
O=C1CC(NC(=O)C(F)(F)F)c2cc3c(cc21)OCO3 (configuration not stated)	6	0.86	2	-7	-2	-2	14	1.1	-7
COc1cccc(N2[C@@H](CC(=O)O)c3ccc(/C=C/C(=O)O)cc3S2(=O)=O)c1	15	0.99	-3	26	-4	94*	1	1	-2
O=[N+]([O-])c1ccc2nc(NS(=O)(=O)c3ccccc3[N+](=O)[O-])sc2c1	13	0.97	-1	-3	0	-2	3	0.93	7
O=C(c1cccc2ccccc12)N1CCN(c2ccc([N+](=O)[O-])c(N3CCOCC3)c2)CC1	13	0.91	4	-3	-2	1	9	0.84	16
CC(=O)Nc1ccc(/C=C/c2ccc3c([N+](=O)[O-])cccc3n2)cc1	4	0.91	0	-7	-4	-4	10	0.97	3
CCC1CCCCN1C(=O)COc1ccccc1NC(C)=O (configuration not stated)	8	1	0	11	-2	41*	0	1.1	-7
COc1ccccc1NS(=O)(=O)c1ccc(NC(=O)c2[nH]nc(OC)c2[N+](=O)[O-])cc1	-7	1.3	1	-2	3	0	-29	1	0
Cc1ccc(C2(C)NC(=O)N(CC(=O)N3CC(=O)Nc4ccccc43)C2=O)cc1 (configuration not stated)	-4	1.2	-1	-5	0	0	-22	1.1	-10
C=CCN1CC(=O)N2C(C)c3[nH]c4ccccc4c3C[C@H]2C1=O (some centres not stated)	7	1	-13	-10	-4	-7	-4	1	-2
COC(=O)CCN(C(=O)c1cc([N+](=O)[O-])cc([N+](=O)[O-])c1)c1ccccn1	18	0.98	1	-6	-2	0	2	1	-1
C/C(CC(=O)N(C(C)C)C(C)C)=N\NC(=O)COc1ccc(Br)cc1Br	12	0.91	2	-6	0	-3	9	0.9	10
O=C(CCCOc1ccc(Cl)cc1)N1CCCCC1	24	0.96	2	1	-3	0	4	1.1	-5
O=C(O)c1ccccc1/C=N/N1CCN(C2c3ccccc3-c3ccccc32)CC1	6	1	0	-6	0	-1	0	0.91	9
CC1(C)Cc2nc(N)c(=O)sc2C1	4	1.3	-48	0	1	0	-35	1	-1
CCC(C)NC(=O)c1ccccc1NC(=O)C(C)N(c1ccccc1)S(C)(=O)=O (configuration not stated)	9	0.93	3	-1	1	-4	7	0.95	5
CC(C)Nc1nc(NC(C)C)nc(Oc2ccc(OCc3ccccc3)nn2)n1	19	0.63	-2	1	-2	2	37*	1	-3
CCCCN(CCCC)c1ncnc2nc[nH]c12	18	1.5	-1	-3	3	2	-50	1	-5
O=C(CN1CCN(Cc2ccccc2Cl)C1=O)NCc1ccco1	5	0.84	-3	-5	-3	-4	16	0.94	6
CC1CCC(C(C)C)C(OC(=O)Cn2c(-c3ccc(Br)cc3)[n+](C)c3ccccc32)C1 (configuration not stated)	3	0.94	1&3	3	-7	0	6	0.92	8

4 of these compounds, reformatted.
structure,NALP3 yeast inh,hIAP activ,SENP1 inh,A3G deaminase,beta cell repl,A3A deaminase,hIAP inh,mIAP act,mIAP block
CC(C)Nc1nc(NC(C)C)nc(Oc2ccc(OCc3ccccc3)nn2)n1,19,0.63,-2,1,-2,2,37*,1,-3
CCCCN(CCCC)c1ncnc2nc[nH]c12,18,1.5,-1,-3,3,2,-50,1,-5
O=C(CN1CCN(Cc2ccccc2Cl)C1=O)NCc1ccco1,5,0.84,-3,-5,-3,-4,16,0.94,6
CC1CCC(C(C)C)C(OC(=O)Cn2c(-c3ccc(Br)cc3)[n+](C)c3ccccc32)C1 (configuration not stated),3,0.94,1&3,3,-7,0,6,0.92,8

(list continues)
SMILES	NALP3 yeast inh	hIAP activ	SENP1 inh	A3G deaminase	beta cell repl	A3A deaminase	hIAP inh	mIAP act	mIAP block
CC1(C)Cc2nc(Cl)c(C#N)cc2CO1	23	1	4	-4	-1	-2	-2	0.98	2
CCOC(=O)C1CCN(C(=O)COc2cc(C)c(Br)cc2C)CC1	24	1.2	1	2	-4	-4	-25	1	-4
CCOc1ccc(NC(=O)c2sc3nc(N4CCOCC4)c4c(c3c2N)CC(C)(C)OC4)cc1	4	1.1	-18	-4	-3	-8	-15	0.97	3
CC(OC(=O)c1ccccc1O)C(=O)Nc1ccc(Cl)cn1 (configuration not stated)	-9	0.94	4	-9	-4	-2	6	0.85	15
CCN(CC)c1ccc(CN(C(=O)c2ccco2)C2CCS(=O)(=O)C2)cc1 (configuration not stated)	13	1.1	-1	-5	-1	0	-11	0.98	2
CC1CCCC(NC(=O)c2ccc3snnc3c2)C1C (configuration not stated)	27	1	1	-6	-1	-5	-2	0.91	9
CC(=O)c1ccc(S(=O)(=O)N2CCN(C(=O)CSc3ccc(C)c(C)c3)CC2)cc1	31	0.93	1	-7	-4	-3	7	0.98	2
COc1cc2c(cc1OC)C(C(=O)N1CCCCC1)C(c1ccccc1F)N(C)C2=O (configuration not stated)	-7	0.95	3	-1	1	-1	5	0.88	12
CC(NC(=O)c1cc(-c2cccs2)on1)c1ccccc1 (configuration not stated)	25	1.1	1	-4	-2	-2	-6	0.99	1
Cc1ccc(CC2C(=O)N(CC(=O)O)C(=O)C2C)cc1 (configuration not stated)	-3	1.1	-1	-10	-1	-1	-10	0.94	6
COC(=O)Cn1cnc2scc(-c3ccc(C)cc3)c2c1=O	14	1.1	0	-8	-4	2	-6	0.94	6
Cc1cc(-n2cnnn2)cc(C)c1S(=O)(=O)N(C)c1ccccc1	18	0.93	-1	0	4	4	7	0.96	4
CCc1ccccc1NC(=S)Nc1cc(OC)c(NC(=O)C(C)C)cc1OC	20	1	0	-8	-2	-5	-4	0.95	5
OC[C@@H]1CC[C@@H](Cc2ccc(-c3ccccc3)cc2)O1	.	.	3	0	.	-1	.	1	-4
CC[C@@]12C(=O)N(c3cccc(Br)c3)C(=O)N1[C@H](c1ccc(Br)cc1)[C@@H]1C(=O)N(C(C)(C)C)C(=O)[C@@H]12	16	0.99	2	-8	-8	-1	1	1	-4
O=C(CCNc1n[nH]c(=O)[nH]c1=O)N1CCCCC1	7	1.1	3	-4	0	-3	-6	0.92	8
Cc1ccc(Cn2nc(C)c(NC(=O)c3noc4c3CCCCC4)c2C)cc1	6	0.98	2	-7	-4	-2	2	0.96	4
CC(C)C(C(=O)NC(C)(C)C)N1C(=O)c2ccccc2C1=O (configuration not stated)	-3	0.99	1	1	-1	-2	1	1.1	-5
COc1ccccc1C(=O)OCc1c(F)cccc1Cl	-7	0.88	2	-3	-2	6	12	1	-4
O=C(CCS(=O)(=O)c1ccccc1)Nc1ccc2c(c1)OCO2	2	1.1	-7	6	-5	26	-6	0.98	2
C=C(c1ccccc1)c1ccc(N(C)C)cc1	22	0.79	1	-6	-1	-6	21	0.97	3
CCCc1nc2oc3c(=O)[nH]cnc3c2c2c1CCCC2	15	1.1	0	1	-2	1	-6	0.85	15
O=C(Nc1ccc2c(c1)CCC2)C1CCCN(c2ncccn2)C1 (configuration not stated)	6	1	2	-4	0	-5	-1	1.1	-6
O=C(O)C1C2CCC(O2)C1C(=O)Nc1ccc(OC(F)F)cc1 (configuration not stated)	2	0.84	2	5	4	-8	16	1	-4
Cc1ccc(CNC(=O)CCc2c(C)nc3ncnn3c2C)cc1	15	1	0	-4	-2	-2	0	1	0
CC(NC(=O)C1CCCCC1)C(=O)NC1=NCCS1 (configuration not stated)	-21	0.94	2	0	-3	4	6	0.96	4
CN(Cc1ccccc1)C(=O)C1CCN(S(=O)(=O)c2cccc3nsnc23)CC1	5	0.87	0	5	-1	-1	13	1.1	-10
N#C/C(=C(/O)COc1cccc2ccccc12)c1nc2ccccc2[nH]1	2	1.4	-27	-9	-1	-11	-38	0.96	4
Cc1nc(C(=O)N/N=C/c2[nH]ncc2Br)cs1	8	1.2	1	-6	3	-4	-18	1	-2
Cc1cccc(OCC(=O)Nc2cc(S(=O)(=O)N3CCOCC3)ccc2N2CCCC2)c1C	5	1	-3	5	-2	2	-4	1.1	-12
CC(C)(C)OC(=O)C(C(=O)OC(C)(C)C)c1ccc(Cl)nn1	27	0.98	-1	-5	-1	-3	2	1	-3
COc1ccccc1N1CCN(Cc2cc(=O)c(OCC(=O)NC3CCCC3)co2)CC1	-4	0.99	1	0	1	1	0	1.1	-8
CCN(CC)S(=O)(=O)c1cccc(C(=O)N/N=C/c2ccc(N3CCOCC3)cc2)c1	2	0.96	5	-3	-4	0	4	0.93	7
CCOC(=O)c1cnc(-n2nc(C)cc2C)nc1NC(C)c1ccccc1 (configuration not stated)	23	1.2	1	-7	-6	3	-20	0.98	2
CCC(=O)NC(Nc1cccc(C)n1)(C(F)(F)F)C(F)(F)F	10	1	-1	-5	0	-4	-4	1	-2

Screens (PubChem)

An excerpt (hit frequency here may not be typical).
